G6PDH counter: inhibits Leuconostoc G6PDH, flagging false hits in G6PDH-based assays; Purified L. mesenteroides G6PDH, diaphorase/resazurin coupled fluorescence, 45 min; 200,000 compounds, 0.12% hits; inhibition, % at 5 µM
Diaphorase inh: inhibits diaphorase or chemically oxidizes, flagging diaphorase assay artifacts; inhibition, % at 20 µM; 190,000 compounds, 0.69% hits; diaphorase resazurin-to-resorufin fluorescence, NADH, 16 min; bacterial (C. kluyveri) enzyme, not human;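 active = primary screen inhibition at 20 µM above a set limit, cut at about 50% in these data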;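 also: plate controls were DMSO with full reaction for no effect and wells lacking NADH for full effect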
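Test system: Clostridium kluyveri diaphorase enzyme / Quantity: diaphorase at 0.14 U/mL in enzyme working solution / Incubation: 16-min room-temperature incubation before reading / Benchmarks: NADH-free wells as positive control, DMSO-only neutral wells / Signal: resorufin fluorescence 544/590 nm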
Diaph act CS: activates diaphorase or chemically reduces, flagging diaphorase assay artifacts. Diaphorase/resazurin coupled assay, resorufin fluorescence, 16 min; hits give high values; 1 = vehicle wells, 0 = NADH-free wells. activation factor at 20 µM. 190,000 compounds, 0.005% hits;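 active = diaphorase activity raised at least twofold by the compound at 20 µM; inactive = activation factor below 2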
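Material: purified diaphorase enzyme from Clostridium kluyveri / Medium: HEPES pH 7.4 buffer with MgCl2 and Tween 20 / Schedule: enzyme reaction of 16 min at room temperature / Measured by: resorufin fluorescence, excitation 544 nm, emission 590 nm / Evaluation: rise in resorufin formation, marking diaphorase activation or chemical reduction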
PMI act satM6P: increases human PMI activity with near-saturating mannose 6-phosphate; P34949; coupled PMI enzyme assay, resazurin fluorescence, 20 min; hits give high values; 1 = untreated enzyme, 0 = substrate-free blank; 190,000 compounds, 0.34% hits; activation factor at 20 µM;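 active = activation factor of 2 or more at 20 µM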
Target sequence (P34949 whole entry, looked up): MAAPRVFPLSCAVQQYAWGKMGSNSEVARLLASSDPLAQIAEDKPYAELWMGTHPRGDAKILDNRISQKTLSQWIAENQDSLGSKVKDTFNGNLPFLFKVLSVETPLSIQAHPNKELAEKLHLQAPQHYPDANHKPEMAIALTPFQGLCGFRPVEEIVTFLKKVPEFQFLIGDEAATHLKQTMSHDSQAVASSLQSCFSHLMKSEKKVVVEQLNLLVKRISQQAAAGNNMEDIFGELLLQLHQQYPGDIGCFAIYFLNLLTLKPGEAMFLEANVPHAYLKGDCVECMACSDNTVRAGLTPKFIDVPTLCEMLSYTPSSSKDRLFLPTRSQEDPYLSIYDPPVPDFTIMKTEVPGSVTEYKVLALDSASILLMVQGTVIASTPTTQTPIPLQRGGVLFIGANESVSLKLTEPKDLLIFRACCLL
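Test system: human phosphomannose isomerase with PGI, G6PDH, diaphorase coupling enzymes; amount: 15 ng/mL PMI; incubation: enzyme reaction with compound 20 min at room temperature; technique: resorufin fluorescence (Ex 544/Em 590 nm) from resazurin via diaphorase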
S1P3 antagonist: blocks the human S1P3 receptor; Q99500; CHO S1P3 NFAT-BLA reporter, FRET fluorescence, antagonist mode; inhibition, % at 4.98 µM; 170,000 compounds, 0.27% hits;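 active = inhibition above the plate cutoff, the mean inhibition of test wells on that plate plus 3 SD, cut at about 28% in these data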;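 also: cells challenged with S1P at its EC80 of 0.8 µM; blue over green emission ratio from cleaved BLA substrate after 4 h stimulation; 0% = S1P-stimulated wells and 100% = unstimulated DMSO-only wells; some compounds past the cut are filed as inactive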
Target sequence (Q99500 whole entry, looked up): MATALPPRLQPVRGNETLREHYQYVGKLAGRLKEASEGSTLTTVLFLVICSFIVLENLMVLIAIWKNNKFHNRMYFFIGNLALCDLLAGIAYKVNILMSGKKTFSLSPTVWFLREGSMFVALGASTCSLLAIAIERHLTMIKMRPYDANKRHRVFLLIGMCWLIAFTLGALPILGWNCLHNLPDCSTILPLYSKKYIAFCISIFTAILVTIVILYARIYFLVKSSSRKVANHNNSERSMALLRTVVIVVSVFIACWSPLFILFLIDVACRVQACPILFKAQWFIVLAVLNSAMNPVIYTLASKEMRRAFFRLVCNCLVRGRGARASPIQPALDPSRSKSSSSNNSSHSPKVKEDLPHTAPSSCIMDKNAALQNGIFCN
PMI activator: phosphomannose isomerase (human) activation. P34949. purified human PMI, coupled resazurin fluorescence, 20 min; hits give high values; 1 = vehicle control, 0 substrate-free wells. activation factor at 20 µM. 190,000 compounds, 0.005% hits;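 active = activation factor of 2 or more at 20 µM, relative to plate controls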
TLR4 MyD88 comp: blocks binding of human TLR4 to MyD88. 200,000 compounds, 0.18% hits. HeLa CL3-4 TLR4/MyD88 BLA complementation, FRET ratio. AID 861. inhibition, % at 8.4 µM; in the data active = inhibition above about 25%;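 also: 0% = vehicle and 100% = reference inhibitor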
Redox H2O2 prof: compounds producing H2O2 with reducing agent – biochemical, NIH compound library profiling, artefact control for MLSCN library redox annotation, primary screen; DTT-dependent redox cycling H2O2, phenol red/HRP absorbance; 100% = 100 µM peroxide control, 0% = buffer; activation, % at 10 µM; 200,000 compounds, 0.03% hits;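 active = activation of at least 50% relative to the plate's high and low controls in the primary single-dose screen; inactive = activation below 50%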;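 also: compound incubated with DTT at 0.8 mM final as the reducing agent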
Lmaj promast: Leishmania major promastigote growth inhibition; AID 1063; Leishmania major promastigotes, resazurin fluorescence viability; 200,000 compounds, 9% hits; inhibition, % at 10 µM;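 also: promastigotes grown with compound for 44 hours at 28 °C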
Hsp70 activator: switches on Hsp70 transcription; HeLa Hsp70 promoter luciferase reporter, luminescence; scaled: vehicle 0, proteasome-inhibitor control 100%; activation, % at 10 µM; 200,000 compounds, 0.04% hits;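 active = activation above the mean across all tested compounds plus 3 SD, cutoff set per campaign, cut at about 5.5% in these data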;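 also: 100% = MG132 at 30 µM as the positive control and 0% = DMSO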
RAM inhibit: inhibitors of the yeast RAM network; S. cerevisiae dse1pr::URA3 reporter, 5-FOA growth OD615, 2 d; analog-sensitive cbk1-as2 kinase mutant strain; inhibition, % at 50 µM; 190,000 compounds, 1.8% hits;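 active = inhibition above a set limit, 3 SD over mean compound inhibition, cut at about 8.4% in these data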;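 also: 0% = DMSO-only wells with no growth and 100% = 10 µM 1-NA-PP1 full growth; inhibition rescues growth on 5-FOA so higher OD means more RAM inhibition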
Numbers without * were called inactive. Rule as the data show it, unless noted: active = inhibition above about 50%; inactive = the rest. Random draw from the library; overall some 12% were active at least once.

What do the screens show for `COc1ccc(C2CC(c3ccccc3)=NN2C(=O)COC(=O)COc2ccccc2)cc1` (stereo not drawn)?
G6PDH counter: 0; Diaphorase inh: 12; Diaph act CS: 0.9; PMI act satM6P: 1; S1P3 antagonist: 19; PMI activator: 0.9; TLR4 MyD88 comp: -10; Redox H2O2 prof: -0.2; Lmaj promast: 3; Hsp70 activator: -0.1; RAM inhibit: 7.2

How did O=C(c1ccccc1)C1CN(c2ccccc2)CC1c1ccc(Cl)cc1 (stereo not drawn) do in these assays?
G6PDH counter: 2; Diaphorase inh: 6; Diaph act CS: 0.9; PMI act satM6P: 1; PMI activator: 1; TLR4 MyD88 comp: 8; Redox H2O2 prof: 0.9; Lmaj promast: -10; Hsp70 activator: -0.3; RAM inhibit: 5.5

Results for O=C1Nc2ccccc2S/C1=C/NCc1ccccc1Cl ?
G6PDH counter: -5; Diaphorase inh: 40; Diaph act CS: 0.6; PMI act satM6P: 1; S1P3 antagonist: -13; PMI activator: 1; TLR4 MyD88 comp: 6; Redox H2O2 prof: 0.0; Lmaj promast: -5; Hsp70 activator: -0.3; RAM inhibit: 1.4

Results for Cc1ccc2nc(SCc3nnc(-c4ccccc4)o3)[nH]c2c1 ?
G6PDH counter: 3; Diaphorase inh: 26; Diaph act CS: 0.7; PMI act satM6P: 0.9; PMI activator: 0.8; TLR4 MyD88 comp: 1; Redox H2O2 prof: -4.4; Lmaj promast: -3; Hsp70 activator: -0.5; RAM inhibit: 1.9

What do the screens show for `Cc1nc(NC(=O)CSc2nc3cccnc3n2Cc2ccccc2)sc1C`?
G6PDH counter: 6; Diaphorase inh: 21; Diaph act CS: 0.8; PMI act satM6P: 0.8; S1P3 antagonist: -34; PMI activator: 0.7; TLR4 MyD88 comp: -7; Redox H2O2 prof: 0.0; Lmaj promast: 3; Hsp70 activator: 0.3; RAM inhibit: 4.9

Results for Cc1nn(-c2ccccc2)c(C)c1NC(=O)CCl ?
G6PDH counter: 20; Diaphorase inh: 9; Diaph act CS: 0.9; PMI act satM6P: 1; S1P3 antagonist: -2; PMI activator: 1; TLR4 MyD88 comp: 11; Redox H2O2 prof: 0.2; Lmaj promast: 6; Hsp70 activator: -0.2; RAM inhibit: 3.6

What do the screens show for `Cc1ccc(/C(N)=N/OC(=O)Cc2ccccc2)cc1`?
G6PDH counter: 2; Diaphorase inh: 11; Diaph act CS: 0.9; PMI act satM6P: 1.1; S1P3 antagonist: 12; PMI activator: 1; TLR4 MyD88 comp: 3; Redox H2O2 prof: -0.6; Lmaj promast: -9; Hsp70 activator: 0.3; RAM inhibit: 3.7

Results for COC(=O)c1c(NC(=O)COC(=O)c2ccc(NC(=O)CC#N)cc2)sc2c1CCCCC2 ?
G6PDH counter: -4; Diaphorase inh: 7; Diaph act CS: 0.9; PMI act satM6P: 0.9; S1P3 antagonist: -1; PMI activator: 0.9; TLR4 MyD88 comp: -1; Redox H2O2 prof: 0.0; Lmaj promast: -6; Hsp70 activator: -0.1; RAM inhibit: 1.0

What do the screens show for `Cc1nn(Cc2c(Cl)cccc2Cl)c(Cl)c1/C=N/NC(=O)c1cccnc1`?
G6PDH counter: 13; Diaphorase inh: 3; Diaph act CS: 1; PMI act satM6P: 1; S1P3 antagonist: 6; PMI activator: 1; TLR4 MyD88 comp: 4; Redox H2O2 prof: -0.1; Lmaj promast: -8; Hsp70 activator: -0.3; RAM inhibit: 0.5

How did CCCCOC(=O)CSc1nc2c(c(=O)[nH]c(=O)n2C)n1C/C=C(\C)Cl do in these assays?
G6PDH counter: 8; Diaphorase inh: 3; Diaph act CS: 1; PMI act satM6P: 1; S1P3 antagonist: 6; PMI activator: 1; TLR4 MyD88 comp: 0; Redox H2O2 prof: 1.8; Lmaj promast: -2; Hsp70 activator: 0.1; RAM inhibit: 3.8

How did O=C(c1cnn2c(C(F)(F)F)cc(-c3ccc4c(c3)OCO4)nc12)N1CCCCC1 do in these assays?
G6PDH counter: -4; Diaphorase inh: 10; Diaph act CS: 0.9; PMI act satM6P: 1; S1P3 antagonist: 6; PMI activator: 1; TLR4 MyD88 comp: -4; Redox H2O2 prof: -1.1; Lmaj promast: 99*; Hsp70 activator: -0.2; RAM inhibit: 2.4

Results for O=C(NCc1ccco1)c1ccc(CS(=O)(=O)Cc2ccc(F)cc2)o1 ?
G6PDH counter: -12; Diaphorase inh: 13; Diaph act CS: 0.9; PMI act satM6P: 1; S1P3 antagonist: 27; PMI activator: 1; TLR4 MyD88 comp: 5; Redox H2O2 prof: 1.5; Lmaj promast: -5; Hsp70 activator: 0.0; RAM inhibit: 2.7

Results for Cc1ccc2nc(NC(=O)CSCC(=O)OCC(=O)c3ccccc3)sc2c1 ?
G6PDH counter: -21; Diaphorase inh: 10; Diaph act CS: 0.9; PMI act satM6P: 1; S1P3 antagonist: -7; PMI activator: 0.9; TLR4 MyD88 comp: -8; Redox H2O2 prof: -0.3; Lmaj promast: -5; Hsp70 activator: -0.6; RAM inhibit: 4.6

What do the screens show for `O=[N+]([O-])c1ccc(NCCCO)c(S(=O)(=O)N2CCOCC2)c1`?
G6PDH counter: 10; Diaphorase inh: 16; Diaph act CS: 0.8; PMI act satM6P: 0.7; S1P3 antagonist: 3; PMI activator: 0.9; TLR4 MyD88 comp: -1; Redox H2O2 prof: 2.6; Lmaj promast: -12; Hsp70 activator: -0.2; RAM inhibit: 0.8

How did CCN(CCCNC(=O)CC(C(=O)N1CCc2ccccc21)n1ccnc1)c1ccccc1 (stereo not drawn) do in these assays?
G6PDH counter: 11; Diaphorase inh: 17; Diaph act CS: 0.8; PMI act satM6P: 0.7; S1P3 antagonist: -8; PMI activator: 0.8; TLR4 MyD88 comp: -5; Redox H2O2 prof: 1.1; Lmaj promast: 100*; Hsp70 activator: 0.2; RAM inhibit: 0.9

Results for Cn1c(=N)c(S(=O)(=O)c2ccc(F)cc2)cc2c(=O)n3ccccc3nc21 ?
G6PDH counter: 0; Diaphorase inh: 12; Diaph act CS: 0.9; PMI act satM6P: 1; S1P3 antagonist: -11; PMI activator: 1.1; TLR4 MyD88 comp: -8; Redox H2O2 prof: 0.3; Lmaj promast: 0; Hsp70 activator: -0.2; RAM inhibit: 0.8

Results for Clc1ccc(CSc2nnnn2-c2ccc3c(c2)OCO3)c(Cl)c1 ?
G6PDH counter: 2; Diaphorase inh: 0; Diaph act CS: 1; PMI act satM6P: 1; PMI activator: 1; TLR4 MyD88 comp: 9; Redox H2O2 prof: -2.4; Lmaj promast: 10; Hsp70 activator: -0.3; RAM inhibit: 7.7

Results for O=C1NC2(CCCCC2)C(=O)N1CCS(=O)(=O)Oc1ccccc1 ?
G6PDH counter: 10; Diaphorase inh: 16; Diaph act CS: 0.8; PMI act satM6P: 1; PMI activator: 1.1; TLR4 MyD88 comp: 1; Redox H2O2 prof: 0.1; Lmaj promast: -3; Hsp70 activator: -0.4; RAM inhibit: 0.1

Results for CCC1C(=O)CC(c2ccc([N+](=O)[O-])cc2)NC1c1ccc([N+](=O)[O-])cc1 (stereo not drawn) ?
G6PDH counter: 20; Diaphorase inh: 21; Diaph act CS: 0.8; PMI act satM6P: 0.8; S1P3 antagonist: 16; PMI activator: 0.8; TLR4 MyD88 comp: -2; Redox H2O2 prof: -0.2; Lmaj promast: 8; Hsp70 activator: -0.3; RAM inhibit: 1.0

Results for O=C(NCC1CCCO1)c1cc2n(n1)C(C(F)(F)F)CC(c1ccc(F)cc1)N2 (stereo not drawn) ?
G6PDH counter: 10; Diaphorase inh: 12; Diaph act CS: 0.9; PMI act satM6P: 1; S1P3 antagonist: -15; PMI activator: 1; TLR4 MyD88 comp: 3; Redox H2O2 prof: -3.0; Lmaj promast: -6; Hsp70 activator: -0.4; RAM inhibit: 2.0

What do the screens show for `O=C1CC(N2CCN(c3ccccc3)CC2)C(=O)N1c1ccc2c(c1)OCO2` (stereo not drawn)?
G6PDH counter: 3; Diaphorase inh: 5; Diaph act CS: 1; PMI act satM6P: 1; S1P3 antagonist: -6; PMI activator: 1; TLR4 MyD88 comp: -10; Redox H2O2 prof: -0.1; Lmaj promast: -9; Hsp70 activator: -0.3; RAM inhibit: 0.2

Results for Oc1ccc(Cl)cc1/C=N/c1nc2ccccc2[nH]1 ?
G6PDH counter: 11; Diaphorase inh: 27; Diaph act CS: 0.7; PMI act satM6P: 0.6; S1P3 antagonist: 23; PMI activator: 0.8; TLR4 MyD88 comp: -1; Redox H2O2 prof: -0.1; Lmaj promast: 63*; Hsp70 activator: -0.2; RAM inhibit: -0.6

What do the screens show for `O=C(COC(=O)Cc1ccc(Br)cc1)Nc1c(F)c(F)c(F)c(F)c1F`?
G6PDH counter: 3; Diaphorase inh: 26; Diaph act CS: 0.7; PMI act satM6P: 0.9; S1P3 antagonist: 0; PMI activator: 0.9; TLR4 MyD88 comp: -1; Redox H2O2 prof: -0.6; Lmaj promast: -2; Hsp70 activator: -0.1; RAM inhibit: 1.9

How did O=C1CC(N2CCC(O)CC2)C(=O)N1c1ccc(Br)cc1 (stereo not drawn) do in these assays?
G6PDH counter: 0; Diaphorase inh: 14; Diaph act CS: 0.9; PMI act satM6P: 0.9; S1P3 antagonist: -34; PMI activator: 1; TLR4 MyD88 comp: -10; Redox H2O2 prof: 0.5; Lmaj promast: -7; Hsp70 activator: -0.2; RAM inhibit: 2.4

Results for Cn1c(SCc2ccccc2)nnc1-c1c[nH]c2ccccc12 ?
G6PDH counter: -22; Diaphorase inh: 6; Diaph act CS: 0.9; PMI act satM6P: 0.9; PMI activator: 0.9; TLR4 MyD88 comp: 5; Redox H2O2 prof: -1.1; Lmaj promast: 13; Hsp70 activator: 0.3; RAM inhibit: 3.8

What do the screens show for `Cc1ccc(C(=O)N2CCN(c3ccc(NC(=S)NC(=O)Cc4ccccc4)cc3)CC2)cc1`?
G6PDH counter: 0; Diaphorase inh: 20; Diaph act CS: 0.8; PMI act satM6P: 0.9; PMI activator: 0.9; TLR4 MyD88 comp: 4; Redox H2O2 prof: -7.9; Lmaj promast: 34; Hsp70 activator: -0.3; RAM inhibit: 6.1
